Screening results from PubChem.
S100A4 inh HTS = inhibitors of S100A4-myosin IIA peptide binding, primary screen, biochemical, fluorescence polarization, TAMRA-MyoIIA peptide; Protein S100-A4 (Homo sapiens), P26447; inhibition, % at 10.7 µM; hit rate 0.14% among 360,000;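 active = mean inhibition of at least 70% across replicates, with every replicate also reaching that level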
Target sequence (P26447 whole entry, looked up): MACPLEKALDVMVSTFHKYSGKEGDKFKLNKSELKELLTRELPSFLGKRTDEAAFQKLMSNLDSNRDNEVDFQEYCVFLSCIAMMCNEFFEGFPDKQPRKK
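Material: human S100A4 monomer with TAMRA-labelled myosin IIA peptide; buffer or medium: HEPES pH 7.2 with CaCl2, KCl, NaCl, DTT, Triton; compound dosing: one concentration per compound; schedule: 5 min incubation before reading; benchmarks: neutral control DMSO, positive control TFP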
Statin myotox sup = suppressors of statin myotoxicity in C2C12 myotubes, primary screen, cell-based, single point, plate reader | C2C12 myotubes + simvastatin, ATP luminescence, 48 h; scaled: DMSO 0, geranylgeraniol control 100 | rescue of ATP level, % at 7.49 µM | hit rate 0.78% among 330,000 | AID 602340, 2012;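 active = mean ATP rescue above about 67%, or every replicate alone reaching that limit, limit read from the data, passing the limit was not always enough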;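 also: myotubes were challenged with 10 µM simvastatin during compound exposure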
DENV2 CPE rescue = inhibitors of DENV2 cytopathic effect, primary screen, cell-based, plate reader, single concentration; DENV2-infected cells, cytopathic effect rescue; CPE inhibition, % at 9.99 µM; hit rate 1.7% among 350,000; in the data active = CPE inhibition above about 20%, passing the limit was not always enough; tested in BHK-21 cells;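 also: 0% = median of neutral control wells and 100% = median of positive control wells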
ERp5 inh = inhibitors of ERp5-driven insulin aggregation, primary screen, biochemical, turbidity, absorbance 650 nm, single point; Protein disulfide-isomerase A6 (Homo sapiens), Q15084; 90 min; inhibition, % at 9.99 µM; hit rate 0.05% among 350,000;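 active = mean replicate inhibition above about 25%, with every replicate also reaching it, limit read from the data, passing the limit was not always enough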
SIRT5 inh = SIRT5 desuccinylase inhibitors, primary screen, biochemical, fluorescence imaging, single point, set 5. NAD-dependent protein deacylase sirtuin-5, mitochondrial (Homo sapiens), Q9NXA8. Purified SirT5, succinyl-peptide AMC, trypsin-coupled fluorescence. inhibition, % at 15 µM. hit rate 1.1% among 330,000. AID 652115, 2013; in the data active = inhibition above about 15%
E-sel inducer = E-selectin induction in HUVECs, primary screen, imaging, HUVEC, immunofluorescence imaging, single point. AID 686992, 2013. normalized: neutral wells 0, TNF-alpha wells 100. activation, % at 7.58 µM. hit rate 0.37% among 260,000;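 active = mean E-selectin-positive cell signal at least 10% of the positive control, reached in at least 60% of replicates, without over 20% cell loss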;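 also: in these data hits start at about 27%; measured in HUVEC primary endothelial cells; signal is the percent of cells scored E-selectin positive by PE staining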
Target sequence (P16581 whole entry, looked up): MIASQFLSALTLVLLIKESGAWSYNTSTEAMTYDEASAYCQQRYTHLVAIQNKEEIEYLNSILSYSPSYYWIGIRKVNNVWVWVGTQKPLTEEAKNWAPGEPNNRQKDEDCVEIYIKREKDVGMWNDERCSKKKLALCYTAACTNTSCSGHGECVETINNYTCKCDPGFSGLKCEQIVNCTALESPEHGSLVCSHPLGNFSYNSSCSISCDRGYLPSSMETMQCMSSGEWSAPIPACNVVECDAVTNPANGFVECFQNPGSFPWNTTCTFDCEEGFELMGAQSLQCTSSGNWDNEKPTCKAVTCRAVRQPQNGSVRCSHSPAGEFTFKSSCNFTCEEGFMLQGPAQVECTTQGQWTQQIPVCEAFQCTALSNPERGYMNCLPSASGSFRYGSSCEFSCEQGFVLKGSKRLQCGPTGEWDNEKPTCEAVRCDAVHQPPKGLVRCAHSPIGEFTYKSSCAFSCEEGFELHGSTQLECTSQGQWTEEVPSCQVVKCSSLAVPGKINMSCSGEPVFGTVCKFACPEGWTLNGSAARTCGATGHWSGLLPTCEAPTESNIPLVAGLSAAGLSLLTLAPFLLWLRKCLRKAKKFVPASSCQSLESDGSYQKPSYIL
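Assay system: HUVEC primary endothelial cells. Input: 3,000 HUVEC seeded per well. Doses: one compound dose added by pin transfer. Read-out basis: % PE-positive cells. Benchmarks: TNF-alpha high, DMSO low. Detection: immunofluorescence imaging. Buffer or medium: EGM-2, gelatin.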
PglD inh = C. jejuni PglD acetyltransferase inhibitors, primary screen, biochemical, DTNB colorimetric, single point; UDP-N-acetylbacillosamine N-acetyltransferase PglD (Campylobacter jejuni); purified PglD enzyme, DTNB colorimetric CoA detection; inhibition, % at 12.5 µM; hit rate 0.098% among 360,000; in the data active = inhibition above about 16%, passing the limit was not always enough; also: strong numbers were not always called active
Active calls of the source: *; . = no result given. These rows are one share of the data. The share of hits here may be higher or lower than overall.

#	structure	S100A4 inh HTS	Statin myotox sup	DENV2 CPE rescue	ERp5 inh	SIRT5 inh	E-sel inducer	PglD inh
1	COc1ccc(Cn2c(-c3ccc(OC)cc3)nc3ccccc32)cc1	-3	.	-2	4	2	.	.
2	c1ccc(C(c2ccccc2)c2ccn[nH]2)cc1	-6	6	-1	-2	-2	0.2	.
3	COc1cccc(S(=O)(=O)N2CCN(Cc3ccc4c(c3)OCO4)CC2)c1	-5	16	-1	-2	-7	.	-4
4	Cc1ccc(S(=O)(=O)c2nc(-c3ccccc3)oc2N2CCCC2)cc1	-8	1	-4	-2	-1	.	-4
5	CN(C)c1ccc2c(c1)[C@@H]1C[C@@H](CC(=O)NCc3ccccc3F)O[C@H](CO)[C@@H]1O2	3	-5	-1	-6	3	0.2	-2
6	Cc1ccc(-n2sc3ccccc3c2=O)cc1S(=O)(=O)N1CCCCC1	0	-108	13	2	-6	0.3	22*
7	CNC(=O)C[C@@H]1CC[C@@H]2[C@@H](COc3ccc(NS(=O)(=O)c4ccc(F)cc4)cc3C(=O)N2C)O1	.	10	1	.	.	0.2	1
8	N#Cc1ccc(CSc2nc(N)cc(=O)[nH]2)cc1	-5	2	4	-3	1	.	5
9	CCn1c2ccccc2c2cc(NC(=O)CN(C)CC(=O)Nc3ccc(N4CCOCC4)cc3)ccc21	-1	.	0	5	9	.	.
10	O=C(C1CC(=O)N(c2ccccc2)C1)N1CCN(c2ccccc2)CC1 (stereo not drawn)	1	-4	10	-3	0	-0.1	1
11	CC(C)(C)OC(=O)NCCCCCc1cn(CC(=O)NCCCCCCCCCCC(=O)N2CCN(C(=O)OC(C)(C)C)CC2)nn1	2	-20	10	-4	.	-0.1	0
12	COc1ccc(S(=O)(=O)Nc2ccc3c(c2)C(=O)N(C)C[C@@H](OC)[C@H](C)CN(Cc2cc(F)ccc2F)[C@H](C)CO3)cc1	-3	6	0	4	7	-0.3	-2
13	Cn1nc(C(=O)Nc2nnc(C3CC3)s2)c2ccccc2c1=O	3	.	6	-2	1	-0.4	.
14	CCN(CC)C(=O)c1cccc(-c2csc(C(C)(O)c3cccc(F)c3)n2)c1 (stereo not drawn)	3	-14	-6	-5	-8	1.2	1
15	CC(C)c1ccc(-c2csc3nc[nH]c(=O)c23)cc1	-4	-9	6	0	3	.	-2
16	O=C(C[n+]1cccc(O)c1)NCc1ccc(Cl)cc1	4	4	12	-7	1	.	5
17	COc1cccc(/C=C2\Oc3cc(OCC(=O)N4CCCC4)ccc3C2=O)c1OC	0	-1	6	-6	7	.	-1
18	O=C(/C=C(\Nc1cccc(Cl)c1)c1ccccc1)c1ccccc1	3	.	9	1	-7	0.0	.
19	COc1ccccc1N(C)S(=O)(=O)c1ccc(C(=O)OCC(=O)N2CCC2)cc1	4	.	-4	-2	-2	.	.
20	CC(=O)OC1CCC2C3CCc4cc(OP(=O)(N5CC5)N5CC5)ccc4C3CCC12C (stereo not drawn)	3	6	20	-4	-2	0.9	0
21	CCOc1ccccc1N1CCN(C(=O)c2cc(S(=O)(=O)N(C)C)ccc2N2CCCC2)CC1	-4	-13	-3	1	-3	0.2	-5
22	COc1ccc(Cl)cc1S(=O)(=O)N1CCC(C(=O)N2CCOCC2)CC1	-6	-5	1	10	1	-0.1	2
23	Cc1c(OC(C)C(=O)NCCCn2ccnc2)ccc2c3c(c(=O)oc12)CCC3 (stereo not drawn)	-4	-11	-2	-3	-5	.	2
24	O=C(C[C@H]1CC[C@H]2[C@@H](COC[C@@H](O)CN2C(=O)c2ccccc2)O1)Nc1ccccc1	-1	-3	8	-1	-1	0.0	0
25	CCOc1cccc2cc(C(=O)NCc3ccccc3Cl)c(=O)oc12	-5	1	4	6	-9	.	2
26	N#CCCCC#Cc1ccc2c(c1)COc1c3ccccc3nn1-2	1	-62	-8	-4	-6	-0.2	3
27	Cc1ccc(NC(=O)c2n[nH]c(=O)c3ccccc23)cc1S(=O)(=O)N1CCOCC1	1	.	5	-15	.	-0.4	.
28	CNC[C@@H]1Oc2c(NS(=O)(=O)c3ccc(F)cc3)cccc2C(=O)N([C@@H](C)CO)C[C@H]1C	12	-9	-6	-1	4	.	2
29	O=C(C1CCN(Cc2cccs2)CC1)N1CCN(Cc2ccc3c(c2)OCO3)CC1	-11	.	1	-5	-3	.	.
30	O=C(NCCc1ccccc1)[C@@H]1[C@@H](CO)[C@@H]2Cn3c(cccc3=O)[C@@H]2N1Cc1ccccc1	14	-11	6	2	0	0.1	2
31	O=C(C[C@H]1C[C@@H]2c3cc(NC(=O)c4ccc5c(c4)OCO5)ccc3O[C@@H]2[C@H](CO)O1)NC1CCCCC1	-1	4	5	0	-1	0.4	3
32	O=S(=O)(CCc1ccncc1)C1Cc2cccc3cccc1c23 (stereo not drawn)	-1	.	-2	2	0	0.4	-1

Ordered by the number under S100A4 inh HTS (high to low): some entries from above.
item | Compound | S100A4 inh HTS | DENV2 CPE rescue | ERp5 inh | SIRT5 inh | PglD inh
19 | COc1ccccc1N(C)S(=O)(=O)c1ccc(C(=O)OCC(=O)N2CCC2)cc1 | 4 | -4 | -2 | -2 | .
27 | Cc1ccc(NC(=O)c2n[nH]c(=O)c3ccccc23)cc1S(=O)(=O)N1CCOCC1 | 1 | 5 | -15 | . | .
25 | CCOc1cccc2cc(C(=O)NCc3ccccc3Cl)c(=O)oc12 | -5 | 4 | 6 | -9 | 2
29 | O=C(C1CCN(Cc2cccs2)CC1)N1CCN(Cc2ccc3c(c2)OCO3)CC1 | -11 | 1 | -5 | -3 | .

The listing picks up; the 2 compounds before the break are reprinted first.
#	structure	S100A4 inh HTS	Statin myotox sup	DENV2 CPE rescue	ERp5 inh	SIRT5 inh	E-sel inducer	PglD inh
31	O=C(C[C@H]1C[C@@H]2c3cc(NC(=O)c4ccc5c(c4)OCO5)ccc3O[C@@H]2[C@H](CO)O1)NC1CCCCC1	-1	4	5	0	-1	0.4	3
32	O=S(=O)(CCc1ccncc1)C1Cc2cccc3cccc1c23 (stereo not drawn)	-1	.	-2	2	0	0.4	-1
33	CN1C(=O)c2cc(NC(=O)c3ccc(F)c(F)c3)ccc2OC[C@@H]2O[C@H](CC(=O)O)CC[C@@H]21	.	-3	5	.	.	0.1	-2
34	Cc1ccc(C(=O)N2CCN(c3ccccn3)CC2)cc1	0	8	-2	-1	1	-0.1	1
35	C[C@H]1CN([C@@H](C)CO)C(=O)Cc2cc(NC(=O)Nc3cccc4ccccc34)ccc2O[C@@H]1CN(C)S(=O)(=O)c1cccs1	.	21	-1	.	.	-14	0
36	COc1ccc(NC(=O)CSCc2cc(=O)n3c(C)csc3n2)cc1	0	-3	1	-1	-2	0.4	-4
37	Cc1ccc(C)c(NC(=O)c2ccc(OCc3c(C)noc3C)cc2)c1	-6	3	8	-6	-3	-0.1	-5
38	CNC[C@H]1Oc2ccc(NC(=O)Cn3cnnn3)cc2CC(=O)N([C@@H](C)CO)C[C@H]1C	2	4	14	-4	4	-7.0	-6
39	CSc1ccc(CN2CCC(n3nccc3NC(=O)c3ccccc3C)CC2)cc1	1	7	-1	18	0	7.1	0
40	CN(Cc1ccccc1)C(=O)COc1ccc2ccccc2c1	-19	.	3	1	-3	3.8	7

Reprinted from the part before: 3 compounds, then new ones.
#	structure	S100A4 inh HTS	Statin myotox sup	DENV2 CPE rescue	ERp5 inh	SIRT5 inh	E-sel inducer	PglD inh
38	CNC[C@H]1Oc2ccc(NC(=O)Cn3cnnn3)cc2CC(=O)N([C@@H](C)CO)C[C@H]1C	2	4	14	-4	4	-7.0	-6
39	CSc1ccc(CN2CCC(n3nccc3NC(=O)c3ccccc3C)CC2)cc1	1	7	-1	18	0	7.1	0
40	CN(Cc1ccccc1)C(=O)COc1ccc2ccccc2c1	-19	.	3	1	-3	3.8	7
41	COCC#Cc1cnc2c(c1)C(=O)N([C@H](C)CO)C[C@@H](C)[C@H](CN(C)C(=O)CCN1CCCCC1)O2	-6	-13	-4	-3	1	0.0	0
42	CCOc1cc(/C=C2/C(=O)ON=C2C)ccc1OCc1ccccc1F	-25	7	0	1	2	.	1
43	O=C(NC1CCCCC1)C1c2ccccc2C(=O)N1Cc1ccc2c(c1)OCO2 (stereo not drawn)	-3	.	-2	4	3	-3.6	.
44	CCCCCCCCNC(=O)c1cnsn1	-2	.	.	2	-7	.	.
45	Cc1ccc(CCNS(=O)(=O)c2cc(Br)cnc2N)cc1	4	-2	1	-2	0	.	-1
46	CC1Sc2ccc(S(=O)(=O)N3CCC(C(=O)N(C)Cc4ccccc4)CC3)cc2NC1=O (stereo not drawn)	-9	4	-2	0	0	.	-1
47	C=CCN(C(=O)CC(NC(C)=O)c1ccccc1)c1nc(-c2ccc(S(C)(=O)=O)cc2)cs1 (stereo not drawn)	0	-3	2	1	-3	.	-3
48	CCCNC(=O)C[C@H]1C[C@@H]2c3cc(NC(=O)NC4CCCCC4)ccc3O[C@@H]2[C@@H](CO)O1	-6	4	-5	-4	-3	-0.5	2
49	CCOc1nc2cnccc2n(CC(=O)Nc2c(F)c(F)cc(F)c2F)c1=O	-10	26	-1	-2	-2	.	0
50	O=C(O)CCCNc1cc(N2CCN(C(=O)c3ccco3)CC2)c2noc3c2c1C(=O)c1ccccc1-3	-53	-2	4	0	1	0.7	3
